# Screening data: PubChem, National Center for Advancing Translational Sciences (NCATS)
# AmpC inh no detg: blocks E. coli AmpC beta-lactamase in detergent-free assay. P00811. AmpC nitrocefin hydrolysis, absorbance 480 nm, 0.0001% Triton. Potency, µM (series often up to 57.1 µM), without a hit: top-dose activity change, negative = inhibition, actives largely listed as inhibitors. 0.52% of 330,000 active;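 note: potency is the fitted concentration of half-maximal effect; plate controls were no compound for no effect and no enzyme for full effect; nearly all actives have a fitted effect of over 20% in size; some results filed as inactive show a strong effect at the top dose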
#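 AmpC (5.3 nM in the dispensed reagent) in 20 mM phosphate pH 7.0 with 0.01% (detergent screen) or 0.0001% Triton X-100 was preincubated with compounds for 15 min at room temperature. Nitrocefin was then added from an 800 uM solution, and hydrolysis was followed at 480 nm.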
# Cycloheximide cs: counter-screen for Shiga toxin inhibitors: cycloheximide protein synthesis inhibition | cell reporter, cycloheximide protein synthesis inhibition counterscreen | max response, % | 12% of 300,000 active; in the data active = max response mostly above about 13%, no sharp cut-off; inactive = mostly below about 14%; note: read at 38.3 µM for the half of the compounds with a filed dose; 0% is about no effect
# Pf growth 48h: inhibits P. falciparum growth in the first generation, 48 h; Potency, µM (highest dose often 28.7 µM), inactives show at the highest dose activity change, negative = inhibition, most hits filed as inhibitors; P. falciparum luciferase growth in erythrocytes, 48 h; 5.9% of 310,000 active; AID 504832; note: potency is the fitted concentration of half-maximal effect; % is set by controls: 0 for no effect and ±100 for the full control effect
#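 Luciferase-expressing P. falciparum in infected erythrocytes (2% hematocrit, 0.1% parasitemia final) in RPMI 1640/0.5% Albumax were exposed to compound for 48 hours at 37 C, 5% CO2; growth read as luminescence.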
# Pf growth 96h: P. falciparum growth inhibition at 96 hour, primary screen for plastid delayed-death inhibitors. AID 504834. 6.9% of 320,000 active. Potency, µM (doses to about 28.7 µM), inactives show at the highest dose activity change, negative = inhibition, most hits filed as inhibitors. P. falciparum luciferase reporter growth, 96 h; note: potency is the fitted concentration of half-maximal effect; % is set by controls: 0 for no effect and ±100 for the full control effect
#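 Readout is luminescence from an integrated firefly luciferase in P. falciparum. Red cells, 2% hematocrit and 0.05% parasitemia final, were cultured with compound through two parasite generations (96 hours) at 37 C, 5% CO2.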
# LmPK inhibitor: blocks Leishmania mexicana pyruvate kinase activity | Q27686 | purified LmPK, Kinase-Glo ATP luminescence, 1 h | Potency, µM (doses to about 57.5 µM), for inactives: top-dose activity change, negative = inhibition, hits mostly inhibitors | 0.37% of 290,000 active; note: potency is the fitted concentration of half-maximal effect; % is set by controls: 0 for no effect and ±100 for the full control effect
# Target sequence (Q27686 whole entry, looked up): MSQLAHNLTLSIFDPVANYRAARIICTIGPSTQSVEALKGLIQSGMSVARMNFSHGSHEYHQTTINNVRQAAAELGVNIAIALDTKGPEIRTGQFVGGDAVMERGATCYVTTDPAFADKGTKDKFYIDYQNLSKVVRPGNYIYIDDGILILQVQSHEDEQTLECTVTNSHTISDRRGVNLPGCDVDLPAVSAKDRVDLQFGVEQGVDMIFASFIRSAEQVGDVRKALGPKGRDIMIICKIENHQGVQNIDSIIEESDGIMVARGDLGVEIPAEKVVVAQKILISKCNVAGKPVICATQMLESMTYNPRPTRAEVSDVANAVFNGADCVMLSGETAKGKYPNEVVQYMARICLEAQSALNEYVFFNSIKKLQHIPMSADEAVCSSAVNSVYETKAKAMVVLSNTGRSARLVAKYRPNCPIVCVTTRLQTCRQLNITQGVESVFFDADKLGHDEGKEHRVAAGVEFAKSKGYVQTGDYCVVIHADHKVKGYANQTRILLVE
#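 0.1 nM LmPK, 0.5 mM PEP, 0.1 mM ADP; 50 mM imidazole pH 7.2, 7 mM MgCl2, 50 mM KCl; 1 h RT. Kinase-Glo luminescence readout, normalized to no-enzyme (full inhibition) and uninhibited wells.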
# Shiga toxin inh: blocks Shiga toxin action in Vero cells; Vero cells, Shiga toxin protein synthesis inhibition reporter; inhibition, % at 38.7 µM; 9.2% of 290,000 active; in the data active = inhibition mostly above about 28%, no sharp cut-off; inactive = mostly below about 43%; note: 0% is about no effect
# Tb PYK inh: T. brucei pyruvate kinase inhibition; AID 624173; 0.12% of 410,000 active; Potency, µM (series often up to 76.8 µM), for inactives: at the highest dose activity, negative = inhibition, hits mostly inhibitors; TbPYK enzyme, Kinase-Glo Plus ATP luminescence, 45 min; Q57TT1; note: potency is the fitted concentration of half-maximal effect; % is set by controls: 0 for no effect and ±100 for the full control effect; nearly all actives have a fitted effect of over 50% in size
#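 Luminescent Kinase-Glo Plus end-point after 45 min room-temperature reaction of T. brucei pyruvate kinase started with 130 uM ADP (final). Buffer TEA 50 mM pH 7.2 with KCl, MgCl2, BSA, Tween-20; titration-based qHTS with fitted concentration-effect curves.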
# The depositor's hits bear a star; ? = inconclusive; · = not tested or not shown; & = joins results of further samples; [ ] = dose if it differs, or a comment. Unless noted, calls come from the whole dose curve; as a rule, active = well fitted curve in the direction sought with a large enough effect; inconclusive = small, poorly fitted or top-dose-only effect, or another doubt; inactive = no such curve, though single readings can be large; an effect the other way counts as inactive or inconclusive. Compounds were not picked by outcome (roughly 22% active in at least one column).
SMILES,AmpC inh no detg,Cycloheximide cs,Pf growth 48h,Pf growth 96h,LmPK inhibitor,Shiga toxin inh,Tb PYK inh
Cc1cc(S(=O)(=O)N2CCCc3ccccc32)ccc1-n1cnnn1,-10.8%,-1.5,4.3%,22.1%,1.6%,0.8,1.0%
O=C1CC(c2ccc(F)cc2)CC(O)=C1C1NCCc2ccccc21 (stereo not drawn),-21.5%,18.7*,-9.0%,-27.0%,3.0%,25.0,5.5%
COCCOCCn1c(CCCO)nc2ccccc21,-7.3%,-3.1,4.1%,-15.8%,1.9%,-8.5,-1.7%
CN(C)S(=O)(=O)c1ccc(N2CCOCC2)c(C(=O)NCc2ccc3c(c2)OCO3)c1,-5.9%,·,-9.9%,-4.6%,·,·,3.1%
CCOC(=O)c1ccc(N2N=C(C)/C(=C/C=C/c3ccco3)C2=O)cc1,-40.1%,0.3,-13.0%,13.1µM*,-0.3%,8.5,0.6%
COc1ccc(OCC(=O)NCCc2ccc(S(N)(=O)=O)cc2)cc1,-19.6%,-2.7,-6.0%,·,-1.0%,-14.0,2.5%
CC(=O)Nc1ccc(Cc2ccc3[nH]c(=O)cc(C)c3c2)cc1,-4.4%,-1.5,10.8%,-23.4%,2.2%,4.4,·
CC(C)Cc1nc2oc3c(NCc4cccnc4)ncnc3c2c2c1CCC2,9.7%,-2.4,?,?,0.1%,-18.6,·
CCc1nc(Nc2ccc(OC)cc2OC)c2oc3ccccc3c2n1,-6.4%,0.6,?,?,0.0%,-5.1,4.4%
CC(C)C(=O)NC(=S)Nc1sc2c(c1C(N)=O)CCCC2,-28.9%,24.7*,33.5%[activator],39.3%[activator],3.6%,36.1*,-28.7%
S=c1[nH]nc(Cn2cnc3ccccc32)n1-c1ccccc1Cl,-6.6%,10.5,-11.3%,-1.7%,?,-3.8,?
O=[N+]([O-])c1cccc(CSc2nnc3ccccn23)c1,-12.2%,-1.6,11.7%,0.8%,-0.8%,43.9,0.0%
CC1CCN(CCCOc2ccc(Br)cc2Cl)CC1,24.5%,21.7*,-22.4%,-11.3%,-10.1%,29.3*,-1.3%
CC(C)CCn1c(N2CCc3ccccc3C2)nc2c1c(=O)[nH]c(=O)n2C,-23.7%,-2.2,?,?,12.6%,-10.0,1.5%
CN(C(=O)CC1C(=O)NCCN1Cc1c(F)cccc1Cl)C1CCOCC1 (stereo not drawn),2.7%,-2.1,7.3%,84.6%[activator],-1.2%,0.1,6.3%
CC(NC(=O)c1cc(=O)[nH]c2ccccc12)c1ccc(F)cc1F (stereo not drawn),-15.0%,-4.3,-8.9%,-2.8%,-6.9%,9.2,0.1%
Cc1c(Cl)cccc1NC(=S)NC(=O)CCN1C(=O)c2ccccc2C1=O,-7.6%,-1.0,1.3%,?,-0.8%,-9.5,-1.1%
O=C(CNS(=O)(=O)c1ccc(Br)s1)Nc1ccc2c(c1)OCCO2,-41.8%,31.6*,?,13.1µM*,2.0%,39.4,3.5%
O=C1CCc2cc(S(=O)(=O)N3CCN(c4ccc(F)cc4)CC3)cc3c2N1CC3,-1.8%,·,31.7%[activator],-23.0%,·,·,-0.6%
COc1ccc(N2C(=O)CC(Cc3ccccc3OC)C2=O)cc1 (stereo not drawn),16.0%,12.4,0.0%,?,-0.2%,9.2,1.1%
O=c1cc(Nc2cccc(Br)c2)[nH]c(=O)[nH]1,-33.6%,-1.8,-17.6%,11.7µM*,-0.7%,-4.2,2.7%
CCN1CCN(Cc2ccc(NC(=O)c3cc(NC(=O)c4cncc(-c5ccc(C#N)cc5)c4)cc(OC)c3)cc2C(F)(F)F)CC1,107.3%[activator],-4.9,0.465µM*,0.104µM*,0.4%,-11.2,2.5%&-4.9%
O=C(Cc1ccccc1)N1CCN(Cc2ccc(F)cc2)CC1,9.2%,-3.6,-7.6%,0.0%,-1.5%,3.6,14.1%
CC1CC(C)CN(CC(O)COCc2ccccc2F)C1 (stereo not drawn),-10.0%,-2.8,30.1%[activator],44.1%[activator],-8.4%,-6.8,-0.6%
Cn1c(SCC(=O)Nc2ccc3c(c2)OCCO3)nnc1C(F)(F)F,-6.3%,·,18.5%,15.2%,·,·,-5.3%

# Two records drawn at random from those above, as already listed:
SMILES,AmpC inh no detg,Cycloheximide cs,Pf growth 48h,Pf growth 96h,LmPK inhibitor,Shiga toxin inh,Tb PYK inh
CC1CC(C)CN(CC(O)COCc2ccccc2F)C1 (stereo not drawn),-10.0%,-2.8,30.1%[activator],44.1%[activator],-8.4%,-6.8,-0.6%
O=C(Cc1ccccc1)N1CCN(Cc2ccc(F)cc2)CC1,9.2%,-3.6,-7.6%,0.0%,-1.5%,3.6,14.1%

# Additional records:
SMILES,AmpC inh no detg,Cycloheximide cs,Pf growth 48h,Pf growth 96h,LmPK inhibitor,Shiga toxin inh,Tb PYK inh
O=C(CSc1nnc(C2CC2)n1Cc1ccccc1)NCc1ccccc1,11.9%,0.8,-10.5%,37.4%[activator],-3.7%,-23.4,-1.0%
COC(=O)CCC(=O)Nc1cc(OC)c(OC)cc1Cc1nccc2cc(OC)c(OC)cc12,2.3%,1.0,5.4%,22.3%,0.9%,-5.9,-7.9%
Cc1ccc(NC(=O)CN2C(=O)S/C(=C/c3ccc(-c4cc(C(=O)O)ccc4C)o3)C2=O)cc1C,-40.1%,-2.3,2.2%,·,8.9%,-7.3,-17.1%
O=C(O)c1cccc(NC(=S)N/N=C/c2ccccc2OCc2ccc(Br)cc2)c1,-42.5%,15.9*,10.6%,?,1.5%,69.0,-12.5%
CCOC(=O)c1cc2sccc2n1CC(=O)N1CCN(C(=O)c2ccco2)CC1,1.0%,-3.1,-22.6%,7.0%[5.75 µM],-5.8%,-3.5,-0.1%
CN(C)c1c([N+](=O)[O-])ncn1C,-22.8%,-2.2,·,28.7%,-5.8%,-4.0,9.0%
COc1ccc(-c2cc(=O)oc3cc(OC(C)C(=O)NC4CC4)ccc23)cc1 (stereo not drawn),-10.1%,-2.0,?,2.94µM*,7.3%,9.0,2.6%
CCOc1cc(N2CCOCC2)c(OCC)cc1NC(=O)c1ccc(NC(C)=O)cc1,27.7%,-1.4,?,?,3.3%,-6.0,6.4%
CSCCC(NC(N)=O)C(=O)Nc1ccc(C)cc1 (stereo not drawn),-12.6%[11.4 µM],-1.7,0.9%,28.6%,0.5%,-3.0,0.5%

# Compounds from the list above that contain an aryl methoxy group, in the order listed:
SMILES,AmpC inh no detg,Cycloheximide cs,Pf growth 48h,Pf growth 96h,LmPK inhibitor,Shiga toxin inh,Tb PYK inh
COc1ccc(OCC(=O)NCCc2ccc(S(N)(=O)=O)cc2)cc1,-19.6%,-2.7,-6.0%,·,-1.0%,-14.0,2.5%
CCc1nc(Nc2ccc(OC)cc2OC)c2oc3ccccc3c2n1,-6.4%,0.6,?,?,0.0%,-5.1,4.4%
COc1ccc(N2C(=O)CC(Cc3ccccc3OC)C2=O)cc1 (stereo not drawn),16.0%,12.4,0.0%,?,-0.2%,9.2,1.1%
CCN1CCN(Cc2ccc(NC(=O)c3cc(NC(=O)c4cncc(-c5ccc(C#N)cc5)c4)cc(OC)c3)cc2C(F)(F)F)CC1,107.3%[activator],-4.9,0.465µM*,0.104µM*,0.4%,-11.2,2.5%&-4.9%
COC(=O)CCC(=O)Nc1cc(OC)c(OC)cc1Cc1nccc2cc(OC)c(OC)cc12,2.3%,1.0,5.4%,22.3%,0.9%,-5.9,-7.9%
COc1ccc(-c2cc(=O)oc3cc(OC(C)C(=O)NC4CC4)ccc23)cc1 (stereo not drawn),-10.1%,-2.0,?,2.94µM*,7.3%,9.0,2.6%
